Compound activity from PubChem BioAssay.
AmpC det inh: blocks E. coli AmpC beta-lactamase in presence of detergent; purified AmpC, nitrocefin hydrolysis with detergent; Potency, µM (highest dose often 28.7 µM), inactives show top-dose activity change, negative = inhibition; AID 584; P00811; hit rate 0.09% among 71,000; active = well fitted curve in the direction sought with a large enough effect
Target sequence (P00811 whole entry, looked up): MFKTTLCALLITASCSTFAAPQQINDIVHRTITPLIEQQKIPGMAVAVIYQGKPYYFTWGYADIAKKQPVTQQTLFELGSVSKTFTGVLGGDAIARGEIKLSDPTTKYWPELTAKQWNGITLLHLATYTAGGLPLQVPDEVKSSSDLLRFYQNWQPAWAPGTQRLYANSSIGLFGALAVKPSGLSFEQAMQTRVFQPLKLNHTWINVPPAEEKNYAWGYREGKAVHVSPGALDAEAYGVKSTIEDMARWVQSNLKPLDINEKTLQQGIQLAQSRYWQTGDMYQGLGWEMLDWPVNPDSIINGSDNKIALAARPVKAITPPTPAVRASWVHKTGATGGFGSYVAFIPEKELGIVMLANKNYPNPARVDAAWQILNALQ
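E. coli AmpC (5.3 nM) in 20 mM phosphate pH 7.0 with 0.01% Triton X-100, preincubated 15 min RT with compound; nitrocefin (2 uL of 800 uM stock) hydrolysis followed by 480 nm absorbance every 20 s over 4 min.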
* = called active by the depositor; [ ] = dose if it differs, or a comment. % is scaled to controls: 0 for no effect and ±100 for the full control effect; potency is read from the fitted curve at half-maximal effect. An excerpt; the hit share may differ from the screen's.

`O=C(NCCN1CCN(c2ccccc2)CC1)C1CCCN(S(=O)(=O)c2cnc[nH]2)C1` (stereo unspecified) gave AmpC det inh 10%.
Screening O=C1c2ccccc2C(=O)N1Cc1nc2ccccc2c(=O)n1Cc1ccco1 returned AmpC det inh -2%.
For Cc1ccnc(N2CCC(C(=O)NCc3ccc4c(c3)OCO4)CC2)n1 the results were AmpC det inh 1%.
Screening CCOC(=O)c1[nH]c(C)c(C(=O)Nc2ccccc2F)c1C returned AmpC det inh -5%.
`CN1CCN(CCC(=O)Nc2ccc(F)c(F)c2)CC1` gave AmpC det inh -1%.
`O=C(NCc1ccco1)c1nc(-c2ccccc2)n(-c2ccccc2)n1` gave AmpC det inh -4%.
For COc1ccc(CC(=O)Nc2cccc(C(=O)O)c2C)cc1 the results were AmpC det inh -3%.
`O=C(c1cc2ncc(Br)cn2n1)N1CCOCC1` gave AmpC det inh 0%.
O=c1[nH]c2ccccc2n1C1=CCCC1 was read as AmpC det inh -3%.
For O=C1O/C(=C\Br)CC[C@@H]1c1cccc2ccccc12 the results were AmpC det inh 0%.
`Cc1cccc(-n2ncc3c(Nc4c(C)n(C)n(-c5ccccc5)c4=O)ncnc32)c1` gave AmpC det inh -5%.
Screening N#CCCN1CCN(S(=O)(=O)c2ccc(S(=O)(=O)NCc3ccccc3)cc2)CC1 returned AmpC det inh 11%.
For CCN(CCCNC(=O)CN1C(=O)COc2ccccc21)c1ccccc1 the results were AmpC det inh -1%.
`CCNc1nc2c(c(=O)[nH]c(=O)n2C)n1CC(C)C` gave AmpC det inh 3%.
`Cc1cc(C)n2nc(SCc3cc(=O)n4c(C)cccc4n3)nc2n1` gave AmpC det inh -1%.
COCCn1nnnc1CN(CCCN1CCOCC1)Cc1cc2c(C)ccc(C)c2[nH]c1=O was read as AmpC det inh -4%.
`O=c1ccc(-c2ccccc2)n[nH]1` gave AmpC det inh -9%[5.75 µM].
COc1ccccc1NS(=O)(=O)c1ccc(C)c(C(N)=O)c1 was read as AmpC det inh 14%.
For CC1Cc2ccccc2N1C(=O)CCN1C(=O)C2C3C=CC(C3)C2C1=O (stereo unspecified) the results were AmpC det inh -3%.
`CCCNS(=O)(=O)c1ccc(CCC(=O)NCC2CCCO2)cc1` (stereo unspecified) gave AmpC det inh 9%.
CC(=O)Nc1ccc(S(=O)(=O)N2CCN(C(=O)CCC3CCCC3)CC2)cc1 was read as AmpC det inh -5%.
For COc1cc(NC(=O)C2CC(=O)NC3=C2C(=O)CC(C)(C)C3)c(OC)cc1Cl (stereo unspecified) the results were AmpC det inh 0%.
Screening OC(Cn1cncn1)c1ccc(Cl)cc1Cl (stereo unspecified) returned AmpC det inh 1%.
For O=C(Nc1nnc(SCC(=O)N2CCCCC2)s1)C1CCCCC1 the results were AmpC det inh -3%.
For O=C(CN1C(=O)CCC1=O)Nc1ccc(S(=O)(=O)N2CCOCC2)cc1 the results were AmpC det inh -1%.
For Cc1nc2ccccc2n1-c1ccccc1 the results were AmpC det inh -1%.
ClC(Cl)(Cl)C(N1CCN(c2ccccc2)CC1)N1CCN(c2ccccc2)CC1 was read as AmpC det inh -2%[5.75 µM].
COCCn1c(SCC(=O)c2ccc(CNC(C)=O)o2)nc2ccccc2c1=O was read as AmpC det inh 1%.
CCOC(=O)N1CCN(Cc2nc(N)nc(Nc3ccc(Oc4ccccc4)cc3)n2)CC1 was read as AmpC det inh -3%.
For COc1cc2c(C(=O)NCc3ccc4c(c3)OCO4)cn(CC(C)C)c(=O)c2cc1OC the results were AmpC det inh -7%.
For Cc1ccc(N2CC(C(=O)Nc3ccc(S(=O)(=O)N4CCCC4)cc3)CC2=O)cc1 (stereo unspecified) the results were AmpC det inh -5%.
`CCOc1ccc(Cn2c(SCCCCC#N)nc3c2c(=O)n(C)c(=O)n3C)cc1OCC` gave AmpC det inh -5%.
For COC(=O)COc1ccc(S(=O)(=O)N2CCN(c3ccccc3F)CC2)cc1 the results were AmpC det inh 1%.
For CSc1nc(N(CCO)CCO)c2sc3nc(-c4ccco4)c4c(c3c2n1)CCC4 the results were AmpC det inh -4%.
Screening Cc1ccc(-n2c(C)cc(C(=O)OCC(=O)N(CC(C)C)C3CCS(=O)(=O)C3)c2C)cc1 (stereo unspecified) returned AmpC det inh -3%.
`CC(C)n1c(Nc2ccccc2)nc2ccccc21` gave AmpC det inh -8%.

Looked up by structure from the list above (two):
`CC(C)n1c(Nc2ccccc2)nc2ccccc21` gave AmpC det inh -8%.
For COC(=O)COc1ccc(S(=O)(=O)N2CCN(c3ccccc3F)CC2)cc1 the results were AmpC det inh 1%.

The list continues:
COc1ccc(C(CC(=O)O)NC(=O)COc2ccccc2OC)cc1OC (stereo unspecified) was read as AmpC det inh -1%.
Screening Cc1ccccc1NC(=O)CSc1nc2c(c(-c3ccco3)c1C#N)CCCC2 returned AmpC det inh -1%.
For COc1ccc2[nH]c(=O)c(CN(Cc3ccccc3OC)Cc3nnnn3CC3CCCO3)cc2c1 (stereo unspecified) the results were AmpC det inh -1%.
Screening CCOC(=O)c1cnc(-n2nc(C)cc2C)nc1-n1nc(C)cc1C returned AmpC det inh -3%.
`CCCc1cc(=O)[nH]c(SCC(=O)NC2CCCCC2)n1` gave AmpC det inh 13%.
O=C(Nc1nccs1)C1CCN(S(=O)(=O)c2cccnc2)CC1 was read as AmpC det inh 10%.
Screening COc1ccc(-c2ccc(=N)n(CCCC(=O)O)n2)cc1 returned AmpC det inh -7%.
`O=C(c1cc2ccccc2cc1OCC(O)CN1CCCCC1)N1CCCCC1` (stereo unspecified) gave AmpC det inh 12%.
Screening NS(=O)(=O)c1ccc(N=Nc2ccc[nH]c2=O)cc1 returned AmpC det inh -8%[5.75 µM].
`O=C(c1ccccc1)N1CCN(CC2CC=CCC2)CC1` (stereo unspecified) gave AmpC det inh -4%.
For COn1c(=O)c(-c2ccc(Cl)cc2)[n+]([O-])c2ccccc21 the results were AmpC det inh -1%.
Screening Cc1cc(=O)oc2cc3c(cc12)OCCN3 returned AmpC det inh 1%.
Screening N=C(N)c1ccc(N=Nc2c(O)ccc3c2[nH]c2ccccc23)cc1 returned AmpC det inh 15%[5.75 µM].
Screening COc1ccccc1N(CN1CCCC1=O)C(=O)c1ccccc1F returned AmpC det inh 14%.
Cc1ccc(C)c(-n2c(SCC(=O)Nc3nonc3C)nnc2-c2ccoc2C)c1 was read as AmpC det inh -3%.
`Cc1ccc(OCC(=O)N(Cc2ccc(N(C)C)cc2)C2CCS(=O)(=O)C2)cc1` (stereo unspecified) gave AmpC det inh -4%.
`c1ccc2cc3c(cc2c1)-c1cccc2cccc-3c12` gave AmpC det inh 10%.
Screening COc1cc(/C=N\n2nnnc2N)ccc1OCc1ccc(F)cc1 returned AmpC det inh 3%.
Screening Brc1c(OCCOCCn2cncn2)ccc2ccccc12 returned AmpC det inh -4%.
`COc1cc(NC(=O)Cn2c(-c3cncs3)nc3ccccc32)cc(OC)c1OC` gave AmpC det inh -2%.
For CC(C)(C)NC(=O)CSc1nnc(CN2CCCCCC2=O)n1-c1ccccn1 the results were AmpC det inh -3%.
For Cc1cc(NC(=O)CSc2nc(C3CC3)nc3sc4c(c23)CCC(C)C4)no1 (stereo unspecified) the results were AmpC det inh -1%.
Screening CSc1nnc(Cn2c(=O)sc3ccccc32)n1-c1cccc(Cl)c1 returned AmpC det inh -3%.
For CN1CCN(CC(=O)N(C)c2nc(-c3ccccc3)cs2)CC1 the results were AmpC det inh -4%.
`N#Cc1ccc(NC(=O)COC(=O)C2=COCCO2)cc1` gave AmpC det inh 26%.
OC1CC(c2ccco2)NC2(CCCCC2)C1 (stereo unspecified) was read as AmpC det inh 24%.
Cc1c(C(=O)NCc2cccnc2)oc2ccc(S(=O)(=O)N3CCCCCC3)cc12 was read as AmpC det inh -8%.
Screening CC(C)CCn1c(=S)[nH]c2ncccc2c1=O returned AmpC det inh -2%.
Screening C=CCn1c(SCC(=O)Nc2ccc3c(c2)OCO3)nnc1-c1cc(Br)ccc1O returned AmpC det inh -3%.
For COc1ccc(-n2c(=O)c(CCc3ccccc3)nc3cnc(N(C)C)nc32)cc1 the results were AmpC det inh 1%.
Screening CC(C)NC(=O)C1CCCN(S(C)(=O)=O)C1 (stereo unspecified) returned AmpC det inh -5%.
`Cc1ncc(CO)c2c1OC(C)(C)OC2` gave AmpC det inh 1%.
Screening O=C(c1cc(-c2cccnc2)nc2ccccc12)N1CCC2(CC1)OCCO2 returned AmpC det inh 1%.
For COc1ccc2cc(CN(CC3COCCO3)S(=O)(=O)c3ccc(Cl)cc3)c(=O)[nH]c2c1 (stereo unspecified) the results were AmpC det inh -7%.
For NC(=O)c1nsc(C(=O)N(CC(=O)NCc2ccc3c(c2)OCO3)C2CCCC2)c1N the results were AmpC det inh 9%.
`Nc1n[nH]c(-c2ccc(Br)cc2)c1Cl` gave AmpC det inh 9%.
Screening COc1cc(NC(=O)COc2ccc(F)cc2)nc(OC)n1 returned AmpC det inh 12%.
`Cc1cc(C)c2c(n1)nn1c(NCCCN(C)C)cc(C)nc21` gave AmpC det inh -2%.
For CCOC(=O)C(O)(c1ccc(N)c(OC)c1)C(F)(F)F (stereo unspecified) the results were AmpC det inh 0%.
Screening COc1ccc(-n2c(O)c(C(C)=NCc3ccco3)c(=O)[nH]c2=O)cc1 returned AmpC det inh 0%.
CCn1c(Cc2c(C)[nH]c3ccccc23)n[nH]c1=S was read as AmpC det inh -4%.
CCOC(=O)C1(CC)CC(CSc2nc3ccccc3[nH]2)OC1=O (stereo unspecified) was read as AmpC det inh -4%.
For Cc1cc(Nc2cc(F)ccc2C)n2ncnc2n1 the results were AmpC det inh 5%.
Cc1occc1C(=O)Nc1ccc(S(=O)(=O)N2CCCC2)cc1 was read as AmpC det inh -2%.
COc1ccc(C(=O)N2CCC(C(=O)NCc3ccccn3)CC2)cc1 was read as AmpC det inh 0%.
O=C1N/C(=C\c2ccccc2)c2ccccc21 was read as AmpC det inh -6%.
For COCC(C)n1c(SCC(=O)NC(=O)Nc2ccc3c(c2)OCCO3)nc2ccccc2c1=O (stereo unspecified) the results were AmpC det inh -7%.
For CCC(=O)N(Cc1cc2cc(OC)ccc2[nH]c1=O)c1cc(C)ccc1C the results were AmpC det inh 0%.
Screening CC(=O)c1cc(-c2ccc(F)cc2)n(CCC(=O)Nc2cc(C)[nH]n2)c1C returned AmpC det inh 0%.
Screening O=C(O)C1CC2(C1)CC(C(=O)O)C2 (stereo unspecified) returned AmpC det inh 0%[5.75 µM].
`CC[C@@H]1CN2CC[C@@H]1C[C@H]2[C@@H](O)c1ccnc2ccc(OC)cc12` gave AmpC det inh -2%.
For CCc1ccc(CCN2CCCCC2)nc1 the results were AmpC det inh -2%[5.75 µM].
CCc1ccc(C2CC(c3ccccc3)n3ncnc3N2)cc1 (stereo unspecified) was read as AmpC det inh 8%.
For CN(C)S(=O)(=O)c1cc(C(=O)NCC2CCCO2)c(Cl)cc1Cl (stereo unspecified) the results were AmpC det inh -1%.
`CN(CC(=O)N1CCCC1)S(=O)(=O)c1cc(Cl)ccc1Cl` gave AmpC det inh -8%.
Screening OC[C@@H]1O[C@@H](n2cnc3c(Nc4ccccc4)ncnc32)[C@@H](O)[C@H]1O returned AmpC det inh -5%.
`O=C(CCS(=O)(=O)c1ccc(Br)cc1)N1CCN(Cc2ccccc2)CC1` gave AmpC det inh -3%.
O=C(c1cc(-c2ccncc2)nc2ccccc12)N1CCC2(CC1)OCCO2 was read as AmpC det inh -2%.
For COc1ccc(OC)c(CN(CCCN2CCOCC2)S(=O)(=O)c2ccc(NC(C)=O)cc2)c1 the results were AmpC det inh 8%.
CN(N=O)C(=O)N[C@H]1C(O)OC(CO)[C@@H](O)[C@H]1O (stereo partly specified) was read as AmpC det inh 0%.
CC1(C)OC(=O)C(=CNc2cccc(O)c2)C(=O)O1 was read as AmpC det inh -2%.
`CCn1c(SCC(=O)Nc2nccs2)nnc1-c1ccc(C)cc1` gave AmpC det inh -4%.
For O=C(NCc1ccccn1)c1ccc(COc2ccc(Cl)cc2)o1 the results were AmpC det inh -5%.
OC1(c2cccnc2)CCN(Cc2nnnn2C2CCCCC2)CC1 was read as AmpC det inh 0%.
`CC(NC(=O)c1ccccc1NC(=O)c1ccco1)c1ccccc1` (stereo unspecified) gave AmpC det inh -1%.
`CCCS(=O)(=O)N1CCCC(C(=O)NCCc2ccc(Cl)cc2)C1` (stereo unspecified) gave AmpC det inh 1%.

Grouped by structure: the entries above containing a furan ring, fused or not.
Screening O=C1c2ccccc2C(=O)N1Cc1nc2ccccc2c(=O)n1Cc1ccco1 returned AmpC det inh -2%.
`O=C(NCc1ccco1)c1nc(-c2ccccc2)n(-c2ccccc2)n1` gave AmpC det inh -4%.
COCCn1c(SCC(=O)c2ccc(CNC(C)=O)o2)nc2ccccc2c1=O was read as AmpC det inh 1%.
For CSc1nc(N(CCO)CCO)c2sc3nc(-c4ccco4)c4c(c3c2n1)CCC4 the results were AmpC det inh -4%.
Screening Cc1ccccc1NC(=O)CSc1nc2c(c(-c3ccco3)c1C#N)CCCC2 returned AmpC det inh -1%.
Cc1ccc(C)c(-n2c(SCC(=O)Nc3nonc3C)nnc2-c2ccoc2C)c1 was read as AmpC det inh -3%.
OC1CC(c2ccco2)NC2(CCCCC2)C1 (stereo unspecified) was read as AmpC det inh 24%.
Cc1c(C(=O)NCc2cccnc2)oc2ccc(S(=O)(=O)N3CCCCCC3)cc12 was read as AmpC det inh -8%.
Screening COc1ccc(-n2c(O)c(C(C)=NCc3ccco3)c(=O)[nH]c2=O)cc1 returned AmpC det inh 0%.
Cc1occc1C(=O)Nc1ccc(S(=O)(=O)N2CCCC2)cc1 was read as AmpC det inh -2%.
For O=C(NCc1ccccn1)c1ccc(COc2ccc(Cl)cc2)o1 the results were AmpC det inh -5%.
`CC(NC(=O)c1ccccc1NC(=O)c1ccco1)c1ccccc1` (stereo unspecified) gave AmpC det inh -1%.
